SR-BI DiI inh = mouse SR-BI HDL lipid transfer inhibition; inhibition, % at 12.5 µM; 320,000 tested, 0.96% active; Q61009; ldlA[mSR-BI] CHO cells, DiI-HDL uptake fluorescence, 3 h;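 active = mean replicate inhibition of at least 70% and a set share of replicates each scoring 70 or more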;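 note: 0% = median of neutral control wells and 100% = median of positive control wells; values of inactives mirror those of a sister screen read the other way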
Target sequence (Q61009 whole entry, looked up): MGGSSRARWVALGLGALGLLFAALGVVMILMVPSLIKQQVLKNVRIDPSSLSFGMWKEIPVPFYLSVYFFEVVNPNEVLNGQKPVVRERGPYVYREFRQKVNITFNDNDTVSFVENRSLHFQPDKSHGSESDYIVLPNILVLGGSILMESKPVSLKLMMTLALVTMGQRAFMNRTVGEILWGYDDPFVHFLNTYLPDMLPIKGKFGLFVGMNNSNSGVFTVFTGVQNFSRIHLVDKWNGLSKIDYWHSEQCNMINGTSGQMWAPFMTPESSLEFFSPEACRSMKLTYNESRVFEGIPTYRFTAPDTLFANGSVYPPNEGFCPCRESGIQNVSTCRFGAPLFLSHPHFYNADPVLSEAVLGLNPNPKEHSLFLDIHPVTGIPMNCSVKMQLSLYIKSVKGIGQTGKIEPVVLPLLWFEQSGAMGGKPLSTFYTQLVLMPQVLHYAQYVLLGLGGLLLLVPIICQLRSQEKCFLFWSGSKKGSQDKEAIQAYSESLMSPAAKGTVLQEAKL
NSD2 HMT inh = inhibitors of human histone methyltransferase NSD2; NSD2 peptide methylation, AlphaScreen, 120 min; inhibition, % at 12.5 µM; 310,000 tested, 0.54% active; in the data active = inhibition above about 50%
RTF Ca sens inh = cardiac RTF calcium desensitization | AID 493244 | inhibition, % at 7.15 µM | 340,000 tested, 0.12% active | IANBD-labeled cardiac RTF, Ca2+ fluorescence;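 active = inhibition above the mean inhibition of all tested compounds plus 3 SD, cut at about 17% in these data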;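 note: assay run at fixed EC70 calcium of 1.6 mM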
Arrestin-AP2 inh = human beta-arrestin and AP2 interaction inhibition. FITC-arrestin peptide / GST-AP2 beads, flow cytometry; AP2 beta2 appendage carries R879A mutation. inhibition, % at 10 µM. 340,000 tested, 0.31% active. AID 504490;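 active = inhibition above a set limit, near 3 SD of compounds lacking own fluorescence, cut at about 54% in these data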;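 note: plate controls were DMSO wells for no effect and 5 µM unlabelled arrestin peptide for full effect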
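System: GST-AP2 R879A glutathione beads; medium: PBS, Tween 20 0.05%, BSA 0.1%; reagent: fluorescein-tagged arrestin peptide at 50 nM final; schedule: pre-incubation 12 min, peptide binding 1 h, room temperature; detection: flow cytometry, FL1 (488/535 nm); read-out: inhibition as reduced fluorescein signal on beads, percent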
PvdQ inh = P. aeruginosa PvdQ acylase inhibition. AID 488965. purified PvdQ acylase, fluorescence plate reader. 340,000 tested, 0.063% active. inhibition, % at 10 µM; in the data active = inhibition above about 30%, passing the limit was not always enough;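 note: 0% = vehicle neutral wells and 100% = reference inhibitor wells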
C-LANA FP = KSHV C-LANA DNA binding inhibition; MBP-C-LANA/FAM-LBS DNA binding, fluorescence polarization; inhibition, % at 9 µM; 340,000 tested, 0.078% active; AID 504423;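 active = highest replicate inhibition at or above 60% at 9 µM, even if other replicates fall short; inactive = all replicates below 60% inhibition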;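 note: 0% = neutral control wells and 100% = 4 µM acridine orange control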
SR-BI DiI-HDL act = enhances SR-BI lipid uptake from DiI-HDL | CHO ldlA[mSR-BI] cells, DiI-HDL uptake fluorescence, 3 h; 100 = double the neutral-control signal | activation, % at 12.5 µM | 320,000 tested, 0.096% active | AID 504775;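 active = mean replicate activation of at least 60% and every replicate at or above 60%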;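 note: 0% = median plate neutral-control signal and 100% = twice that signal; values of inactives mirror those of a sister screen read the other way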
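Assay system: CHO ldlA[mSR-BI] cells, LDL receptor-null, SR-BI overexpressing; medium: Ham's F12 with 0.5% BSA, HEPES 25 mM, pH 7.4; also added: DiI-HDL 10 µg/mL; timing: 3 h uptake period with compound, 37 °C; signal: DiI fluorescence, bottom read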
DAGLB inhibitor = blocks human DAGLB lipase activity; 340,000 tested, 0.059% active; inhibition, % at 5.17 µM; HEK293T DAGLB membrane lysate, EnzChek fluorogenic substrate; in the data active = inhibition above about 34%;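 note: 0% = enzyme with vehicle and 100% = wells lacking enzyme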
Keap1 Nrf2 FP = disrupts human Keap1 binding to Nrf2 peptide | Keap1 Kelch-Nrf2 peptide fluorescence polarization, 1536-well | inhibition, % at 9.4 µM | 340,000 tested, 0.15% active; in the data active = inhibition above about 12%;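 note: human Keap1 Kelch domain with fluorescein labeled Nrf2 9mer peptide probe; 0% = neutral control wells and 100% = peptide positive control; higher means more block of Keap1 binding to Nrf2 peptide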
PKA-R2B activ = PKA-R2B complex activation; P22694+P31323; 340,000 tested, 0.079% active; AID 504700; activation, % at 11.4 µM; PKA-R2B holoenzyme dissociation, Cy5-IP20 fluorescence polarization; R2B truncated from residue 108, S112A mutant; 0% DMSO only, 100% 113 µM cGMP;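 active = activation above a cutoff set at the mean over all compounds plus 3 SD, cut at about 18% in these data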;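 note: higher means more holoenzyme dissociation and a rise in polarization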
Target sequence (P31323 whole entry, looked up, other chains not shown, the tested form may be a part): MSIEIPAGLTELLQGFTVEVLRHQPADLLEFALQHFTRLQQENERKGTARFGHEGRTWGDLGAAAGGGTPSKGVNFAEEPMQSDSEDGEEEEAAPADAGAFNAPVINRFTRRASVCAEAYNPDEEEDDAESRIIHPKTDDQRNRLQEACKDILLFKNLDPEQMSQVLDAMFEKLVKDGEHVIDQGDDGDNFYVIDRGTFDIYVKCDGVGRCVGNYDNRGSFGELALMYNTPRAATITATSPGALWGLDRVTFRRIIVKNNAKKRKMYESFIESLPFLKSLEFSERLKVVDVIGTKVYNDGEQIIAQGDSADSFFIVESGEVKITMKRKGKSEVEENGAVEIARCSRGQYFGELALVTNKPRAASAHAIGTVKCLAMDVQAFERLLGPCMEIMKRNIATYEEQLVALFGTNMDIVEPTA
An asterisk follows results filed as active; · = no result given.

entry	smiles	SR-BI DiI-HDL act	DAGLB inhibitor	PvdQ inh	C-LANA FP	Arrestin-AP2 inh	SR-BI DiI inh	NSD2 HMT inh	RTF Ca sens inh	Keap1 Nrf2 FP	PKA-R2B activ
1	O=C(O)CC(NC(=O)C(c1ccccc1)c1ccccc1)c1ccc(F)cc1 (centres undefined)	21.2	-0.6	0.1	-0.1	19.5	-21.2	-2.3	-12.4	-3.6	-3.8
2	COc1ccc(S(=O)(=O)N2CCCN(CC(=O)Nc3ccccc3F)CC2)cc1	·	-1.4	0.7	-0.4	11.7	·	1.7	-1.6	-1.4	-7.4
3	O=c1c2ccccc2c(/C=N/c2n[nH]c(CCCO)n2)c(O)n1-c1ccccc1Cl	5.6	0.9	9.2	-0.8	-16.9	-5.6	3.1	-11.6	-0.5	-2.8
4	CCOC(=O)C1CCCN(c2cc(C)nc3cc(-c4ccc(Cl)cc4)nn23)C1 (centres undefined)	-35.5	-9.4	-13.9	-0.9	4.5	35.5	1.3	-8.2	-4.2	1.0
5	Cc1ccc(CN(C)C(=O)c2cc(Br)c(Br)s2)o1	-13.0	-1.0	-3.8	6.1	-1.0	13.0	-1.7	6.8	-3.8	8.5
6	O=C(CN1C(=O)c2ccccc2C1=O)NC(Cc1ccccc1)C(=O)O (centres undefined)	-1.4	3.2	-11.3	1.6	5.5	1.4	-1.8	-8.6	2.5	-10.2
7	Cc1ncc(CC(=O)n2cc(C(=O)c3cc(Cl)ccc3O)cn2)s1	-2.9	-2.1	-10.2	3.3	10.5	2.9	0.5	2.6	1.3	-0.1
8	Cc1ccc(CCNC(=O)C2CCC(=O)N(CC3CCCCC3)C2)cc1 (centres undefined)	-28.9	3.9	-5.7	-1.0	39.5	28.9	1.6	-9.9	-3.4	1.6
9	CCC(=O)c1cn([C@H](CCC(OC)OC)CC(=O)OC(C)(C)C)cc1CC	-2.2	-2.3	-10.4	0.6	1.9	2.2	·	4.5	-5.2	-2.1
10	CCN(CC(=O)NCc1ccc(F)cc1)C(=O)/C=C/c1ccc(OC)cc1	-9.3	-0.5	-2.0	1.4	-1.3	9.3	0.1	1.6	-4.4	-14.4
11	COCCNC(=O)CN1C(=O)/C(=C/c2ccccc2)Oc2ccc(C(C)(C)C)cc21	-13.4	-4.5	-3.6	-0.2	24.5	13.4	-4.8	4.5	-0.2	-16.2
12	Cc1nn(CCCC(=O)NCc2ccccc2Cl)c(=O)c2nccn12	23.6	-0.9	-12.9	2.1	-2.8	-23.6	·	-4.0	-2.0	-2.0
13	Cc1ccc(-c2nnc(N3CCCCC3)c3ccccc23)cc1	-51.3	-5.8	-3.7	-0.6	7.5	51.3	3.4	-4.5	0.3	-0.5
14	O=C(O)c1cccc(NS(=O)(=O)c2cccc3cccnc23)c1	0.6	-0.5	-15.1	-0.2	-4.2	-0.6	·	-5.1	-8.5	1.0
15	O=C(c1ccccc1C(=O)N1CCN(c2ccccc2F)CC1)N1CCN(c2ccccc2F)CC1	3.9	-0.8	-10.4	1.2	3.7	-3.9	-1.6	-0.5	-1.4	3.9
16	O=C(CSc1ccccn1)N1CCN(c2ccc(Cl)cc2)CC1	5.7	-0.6	-8.3	-0.2	-15.9	-5.7	0.5	-8.7	-4.1	0.4
17	NC(=O)C1(N2CCCCC2)CCN(c2nc(-c3ccc(Br)cc3)cs2)CC1	-7.8	-0.2	14.4	-1.4	-0.4	7.8	1.0	-4.9	4.1	-1.9
18	COc1cc(CN2CCNC(=O)C2CC(=O)NCCc2ncccc2C)cc(OC)c1 (centres undefined)	11.7	-0.7	-10.8	1.9	-7.5	-11.7	-2.5	0.1	-2.8	4.3
19	Cc1cc(C)c2c(CN3CCOCC3)cc(=O)oc2c1C	-4.0	0.2	-7.7	0.2	6.6	4.0	-4.0	1.2	1.4	-2.7
20	COc1ccccc1Nc1nc(C)cc(C)n1	1.9	0.3	2.4	1.7	-2.4	-1.9	-2.2	-11.4	-4.1	-8.1
21	S=c1sc2c(Cl)ncnc2n1-c1ccccc1	-10.3	-5.4	-3.8	0.2	29.1	10.3	13.7	-2.6	1.8	-0.9
22	CC(OC(=O)CN1C(=O)c2ccccc2C1=O)C(=O)NC1CCCC1 (centres undefined)	-3.9	-0.7	-7.3	0.8	19.6	3.9	-1.7	-8.6	-5.4	-12.9
23	CCOc1ccc(NC(=S)N(CCc2c(C)[nH]c3ccccc23)Cc2cccnc2)cc1	-54.2	4.1	-8.7	1.5	18.6	54.2	·	-3.0	-5.5	-0.6
24	CSc1nc(NC(C)(C)C)nc(N2CCOCC2)n1	1.3	-2.9	-13.4	-0.8	-2.9	-1.3	15.0	-2.1	-9.4	-1.8
25	O=C(NCC(c1ccc(F)cc1)N1CCOCC1)c1ccc([N+](=O)[O-])o1 (centres undefined)	15.0	-1.6	-6.4	2.6	5.0	-15.0	2.2	-17.6	-4.5	-1.7
26	CN1C[C@@H]2[C@@H]3C(=O)N(Cc4ccccc4)C(=O)[C@@H]3[C@](Cc3ccccc3)(C1=O)N2C(=O)c1ccc(Cl)cc1	0.8	-0.6	-14.5	1.5	-8.6	-0.8	·	-6.7	-2.5	2.2
27	O=C(O)c1cnn(-c2nc(-c3ccc(F)cc3)cs2)c1C(F)(F)F	4.0	2.5	8.2	-0.7	3.3	-4.0	0.6	1.9	-7.5	-3.9
28	O=C(CN1C(=O)C2C3CCC(C3)C2C1=O)OCC(=O)c1ccc(Br)cc1 (centres undefined)	13.5	-4.1	4.9	0.0	8.2	-13.5	-1.5	0.4	-0.9	3.6
29	COc1ccc2cc(Br)ccc2c1CC(=O)N1CCCC1	-25.6	0.3	22.0	15.8	-9.0	25.6	5.6	-2.8	-0.9	-12.3
30	COc1ccc(CC(=O)Nc2ccc(-c3noc(-c4ccc(Cl)cc4)n3)cc2)cc1	-18.1	-1.5	-12.3	1.8	-1.4	18.1	0.9	-6.3	-1.6	-7.5
31	CCC(OC(=O)CNS(=O)(=O)c1ccccc1)C(=O)c1ccccc1 (centres undefined)	·	-1.7	-14.0	-1.7	13.7	·	-1.6	-9.8	-2.4	-7.9
32	COc1cccc(-c2cccc(NC(=O)C3CCN(C4CCOCC4)CC3)c2)c1	·	-1.0	-17.2	0.3	-22.7	·	-5.8	-15.0	-2.8	-1.2
33	COc1ccccc1C(=O)N/N=C(\C)c1ccc(NC(=O)Cc2ccccc2)cc1	-67.6	0.9	-7.0	-0.1	2.2	67.6	-7.7	1.1	3.6	2.1
34	Cc1ccc(OCC(=O)Nc2c(C)nn(-c3ccccc3)c2C)c(Br)c1	-5.1	1.1	14.9	-1.4	16.5	5.1	-1.2	-2.2	2.5	1.6
35	CC(C1CC1)N(Cc1ccccc1)C(=S)Nc1ccccc1Cl (centres undefined)	-18.1	-2.4	-6.4	0.2	0.3	18.1	4.0	1.5	4.9	3.4
36	COc1ccc(CNC(=O)CN(Cc2ccccc2)C(=O)CCC(=O)Nc2ccccn2)cc1	·	-1.3	-13.9	0.2	-10.5	·	-4.6	-13.8	1.9	4.6
37	CSc1ccc(/C=N/NC(=O)c2cccc(Cl)c2)cc1	-16.3	-7.0	-3.5	1.5	-39.6	16.3	3.6	4.7	1.0	-0.2
38	O=C(NCc1cccnc1)/C(=C/c1ccc(-c2cccc(Cl)c2)o1)S(=O)(=O)c1ccccc1	16.3	-1.4	9.0	6.9	14.1	-16.3	0.6	-6.4	-5.7	7.8
39	COc1ccccc1CNC(=O)CCc1c(C)nc2cc(-c3ccccc3OC)nn2c1C	·	-0.2	-5.4	1.6	3.6	·	-6.2	-12.0	0.6	-5.7
40	Cc1ccc(C(=O)Nc2cc(Cl)ccc2Oc2ccccc2)cc1[N+](=O)[O-]	-61.2	-9.5	-10.7	-6.3	-2.1	61.2	-2.0	3.9	-3.3	-0.3
41	COc1ccc(Cn2c(=N)c(C(=O)NCC3CCCO3)cc3c(=O)n4ccccc4nc32)cc1 (centres undefined)	-3.6	0.1	9.6	-2.0	-5.2	3.6	·	0.2	-5.4	-11.1
42	CCOC(=O)N1CCC(N(CCN(C)C)C(=S)Nc2cccc(Cl)c2)CC1	-36.5	-3.1	-15.1	-0.4	2.5	36.5	-27.4	5.7	-0.3	-5.6
43	CC(C)CC(=O)Nc1nnc(S(=O)(=O)N2CCCCCC2)s1	18.9	0.2	-5.6	2.0	2.0	-18.9	0.1	-3.4	0.0	-7.5
44	O=C(NC1CCSC1=O)C1CCCCC1 (centres undefined)	·	1.1	1.0	0.5	8.1	·	-0.3	-4.1	5.1	0.7
45	CCOc1ccc(N2CSC3=C(C#N)C(c4ccco4)CC(=O)N3C2)cc1 (centres undefined)	9.8	-1.3	2.4	1.4	30.0	-9.8	·	3.1	-0.4	-16.6
46	CCN(CC)CCn1c(=S)[nH]c2ncccc2c1=O	17.9	-1.1	2.4	0.9	23.7	-17.9	3.2	-1.8	-1.9	3.4
47	COc1cccc(N(CC(=O)NCC2CCCO2)C(=O)CCC(=O)Nc2nccs2)c1 (centres undefined)	8.5	-1.2	-6.9	1.5	-20.3	-8.5	-0.1	2.0	0.8	0.8
48	CCCCCCCCCS(=O)(=O)Nc1cc(C)ccn1	21.2	-0.5	4.2	0.3	40.7	-21.2	-0.5	-2.1	3.4	-14.1
49	Cc1cccc(OCCNc2ccc([N+](=O)[O-])cn2)c1	3.6	-6.9	-5.9	0.3	-7.8	-3.6	2.4	-8.1	-0.6	1.3
50	Cc1ccc(C(C)NC(=O)c2cccs2)cc1 (centres undefined)	·	-0.4	-18.4	0.6	5.5	·	-3.4	-1.2	-4.0	-9.8
51	O=C(NCc1ccc2c(c1)OCO2)c1ccc(-n2cnnn2)cc1	29.9	0.2	13.5	0.6	13.1	-29.9	9.9	2.2	-0.3	11.7
52	O=C(COC(=O)c1cc(NS(=O)(=O)c2cccs2)ccc1O)Nc1cc(Cl)ccc1Cl	·	11.3	-9.6	-0.1	0.0	·	·	-2.8	-2.2	-4.6

4 of the compounds above, in transposed form:
44. O=C(NC1CCSC1=O)C1CCCCC1 (centres undefined)
45. CCOc1ccc(N2CSC3=C(C#N)C(c4ccco4)CC(=O)N3C2)cc1 (centres undefined)
46. CCN(CC)CCn1c(=S)[nH]c2ncccc2c1=O
47. COc1cccc(N(CC(=O)NCC2CCCO2)C(=O)CCC(=O)Nc2nccs2)c1 (centres undefined)

Screen / compound no.,44,45,46,47
SR-BI DiI-HDL act,·,9.8,17.9,8.5
DAGLB inhibitor,1.1,-1.3,-1.1,-1.2
PvdQ inh,1.0,2.4,2.4,-6.9
C-LANA FP,0.5,1.4,0.9,1.5
Arrestin-AP2 inh,8.1,30.0,23.7,-20.3
SR-BI DiI inh,·,-9.8,-17.9,-8.5
NSD2 HMT inh,-0.3,·,3.2,-0.1
RTF Ca sens inh,-4.1,3.1,-1.8,2.0
Keap1 Nrf2 FP,5.1,-0.4,-1.9,0.8
PKA-R2B activ,0.7,-16.6,3.4,0.8

Bioassay records: PubChem, several laboratories
